Yeast growth inh: yeast BB579 growth reduction in restrictive medium | S. cerevisiae BB579 growth, OD615, 48 h | inhibition, % at 10 µM | 0.51% of 140,000 active | AID 804;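 active = inhibition above a set limit, 3 SD over the mean compound inhibition, cut at about 44% in these data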; also: inactives centre near -24
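System: DeaD yeast strain BB579; buffer or medium: CSMM-D dextrose restrictive medium; technique: OD at 615 nm; schedule: 4 h cell preincubation, 48 h compound exposure, 30 °C humidified; doses: single 10 µM dose; controls: amphotericin B 10 µg/mL, positive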
bCat KO growth: beta-catenin-lacking colon tumor cell growth suppression; HCT116 beta-catenin knockout viability, CellTiter-Glo, 60 h; hits give low values; viability, % at 10 µM; 1.5% of 140,000 active; AID 818;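 active = viability at or under a set limit, the compound median less 4 SD, cut at about 6% in these data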;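 also: 0% = Hyamine 1622 control at 20 µM and 100% = untreated cell control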
NPY-Y2 antag: antagonists of human neuropeptide Y receptor Y2 | P49146 | NPY-Y2 expressing cells, antagonist mode | inhibition, % at 2.7 µM | 0.99% of 140,000 active | AID 793; in the data active = inhibition above about 17%;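 also: 0% = vehicle with agonist challenge and 100% = reference antagonist with challenge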
Target sequence (P49146 whole entry, looked up): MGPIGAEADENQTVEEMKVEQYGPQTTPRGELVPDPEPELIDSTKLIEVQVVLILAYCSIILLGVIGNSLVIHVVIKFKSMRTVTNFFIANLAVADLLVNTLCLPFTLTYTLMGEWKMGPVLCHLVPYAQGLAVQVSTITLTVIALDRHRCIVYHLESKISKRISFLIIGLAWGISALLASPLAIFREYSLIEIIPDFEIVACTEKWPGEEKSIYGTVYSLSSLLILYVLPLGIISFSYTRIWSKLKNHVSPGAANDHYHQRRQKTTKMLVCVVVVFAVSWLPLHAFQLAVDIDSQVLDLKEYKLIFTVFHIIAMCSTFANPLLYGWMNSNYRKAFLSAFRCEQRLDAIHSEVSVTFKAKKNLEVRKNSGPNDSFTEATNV
PTEN del growth: suppresses growth of cells with PTEN deletion | viability, % at 10 µM | 1.2% of 140,000 active | HCT116 PTEN-null viability, CellTiter-Glo, 60 h; hits give low values;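 active = viability at or below a set limit, 4 SD under the median of all tested compounds, cut at about 3.7% in these data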;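 also: PTEN knockout HCT116 line with beta catenin targeted HCT116 as companion control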
Measles CPE: protection of cells from measles virus | Measles virus-infected cells, CPE protection, absorbance | protection (pct of control), % at 4 µM | 1.5% of 140,000 active | AID 841; in the data active = protection mostly above about 24%, no sharp cut-off; inactive = mostly below about 26%; also: some compounds called inactive have numbers as strong as hits
E-sel TNF inh: TNF alpha driven E-selectin expression inhibition; HUVEC TNFa-induced E-selectin immunofluorescence, high content; inhibition, % at 2 µM; 0.71% of 120,000 active;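 active = inhibition above the batch mean plus 3 SD, and confirmed as a hit on visual image review, cut at about 43% in these data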;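 also: 0% = TNF-stimulated DMSO wells and 100% = unstimulated control wells; not every result past the cut was called active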
MRP1 act: activators of MRP-1. H69AR cells + doxorubicin, viability rescue, CellTiter-Glo. viability increase, % at 10 µM. 0.61% of 140,000 active;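 active = viability gain under doxorubicin at or above a set limit, the compound median plus 3 SD, cut at about 4.7% in these data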;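 also: MRP-1 overexpressing cells given doxorubicin 25 µM after compound pretreatment; 18-22 h compound pretreatment then 72 h with doxorubicin before readout; 0% = doxorubicin-only wells and 100% = vehicle-treated cells without doxorubicin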
Phagocytosis inh: macrophage phagocytosis inhibition; 0.07% of 110,000 active; J774A.1 macrophage IgG-bead phagocytosis, imaging; inhibition, % at 5 µM; AID 1029;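 active = inhibition above the mean of the plate negative controls plus 5 SD, cut at about 13% in these data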;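 also: phagocytic index as fraction of beads internalized from green versus red external bead signal; plate controls were DMSO negative control for no effect and cytochalasin-D positive control for full effect; some results beyond the cut were filed as inactive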
Yeast life ext: yeast lifespan extension; S. cerevisiae growth with nicotinamide, OD615; deaD strain in restrictive glucose medium; inhibition of the nicotinamide effect, % at 10 µM; 0.68% of 130,000 active;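 active = inhibition above a set limit, placed 3 SD over the median of all compounds, cut at about 26% in these data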;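 also: 0% = nicotinamide-treated wells and 100% = cells grown without nicotinamide; some compounds called inactive have numbers as strong as hits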
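assay system = DeaD-strain S. cerevisiae | buffer or medium = restrictive glucose medium | reagent = 1.5 mM nicotinamide | compound = 10 µM single point, 0.25% DMSO | incubation = 48 h compound exposure at 30 °C, humidified | signal = OD615 measurement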
GALR2 blocker: GALR2 (human) receptor antagonism; O43603; GALR2-expressing cells, antagonist mode; inhibition, % at 4 µM; 0.39% of 140,000 active; in the data active = inhibition above about 27%;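 also: cells stimulated with galanin 1-16 at roughly its EC80; 0% = agonist challenge control and 100% = basal control without agonist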
Target sequence (O43603 whole entry, looked up): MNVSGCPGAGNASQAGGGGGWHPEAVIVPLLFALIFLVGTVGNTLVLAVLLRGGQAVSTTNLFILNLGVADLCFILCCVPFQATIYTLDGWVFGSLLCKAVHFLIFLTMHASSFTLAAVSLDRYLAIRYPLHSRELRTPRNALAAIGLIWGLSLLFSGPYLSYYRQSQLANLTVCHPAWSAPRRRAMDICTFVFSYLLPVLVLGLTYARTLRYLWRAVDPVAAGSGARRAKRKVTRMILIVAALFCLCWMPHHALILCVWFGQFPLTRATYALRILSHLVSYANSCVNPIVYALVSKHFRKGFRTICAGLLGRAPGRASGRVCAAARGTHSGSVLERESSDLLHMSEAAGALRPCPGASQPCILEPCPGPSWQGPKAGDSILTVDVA
The depositor's hits bear a star; . = no result given.

SMILES	Yeast growth inh	bCat KO growth	NPY-Y2 antag	PTEN del growth	Measles CPE	E-sel TNF inh	MRP1 act	Phagocytosis inh	Yeast life ext	GALR2 blocker
CC(C)(C)C(=O)Nc1cccc(-c2nnc(-c3cccc(NC(=O)C(C)(C)C)c3)o2)c1	-32.0	62.5	0.5	67.2	18.4	-6.3	-2.2	.	.	15.4
COc1cccc2cc(C(=O)NCC3CCCO3)c(=O)oc12 (centres undefined)	9.4	93.0	3.7	100.4	27.2	-21.5	-1.3	1.1	-16.7	16.2
COc1ccc(-c2cc(C(F)(F)F)nc(NC3CCCC3)n2)cc1OC	-24.7	69.9	6.3	76.8	11.5	.	1.1	.	-5.5	-9.6
Cc1cnc(NC(=O)c2ccc3c(c2)C(=O)N(Cc2ccco2)C3=O)s1	-26.9	91.5	-1.4	90.1	29.0	-6.9	-1.6	3.1	-11.7	-0.7
CCOC(=O)CC1C(=O)NCCN1C(=O)c1cccc(C(F)(F)F)c1 (centres undefined)	0.0	94.9	1.2	105.5	25.4	-9.3	-0.1	-0.2	3.2	-9.0
CCn1c(COc2ccccc2C)nnc1SCC(=O)Nc1cc(C)on1	-29.8	107.4	0.7	99.3	2.0	37.0	-0.5	-1.2	-5.1	8.1
COc1ccc(N(CC(=O)N2CCc3ccccc32)S(=O)(=O)c2c(C)noc2C)cc1	14.0	82.0	0.8	79.9	4.4	.	-3.1	0.3	-1.2	-16.5
Cn1nc(C(=O)N2CCCC2)c2ccccc2c1=O	-37.7	91.1	-0.4	84.0	20.9	0.8	-1.2	1.0	-11.3	0.8
CCN(CC(=O)Nc1c(C(=O)OC)[nH]c2ccc(Cl)cc12)c1ccc2c(c1)OCO2	-8.5	33.9	-1.5	20.7	18.3	-35.2	-1.9	-0.6	-8.1	6.9
CCOC(=O)c1cc(OCC(=O)NC(C)C(C)C)cc(C(=O)OCC)c1 (centres undefined)	-17.5	92.8	2.2	87.2	0.5	.	0.4	1.1	-8.2	10.8
NC(=O)CSc1nnc(-c2ccc(S(=O)(=O)N3CCCCC3)cc2)n1-c1ccccc1	-19.5	82.4	1.6	85.9	30.6	-0.4	-0.6	-0.5	-12.1	-2.9
CCOc1ccc2[nH]c(=O)c(CN(CCO)C(=O)c3ccc(F)cc3)cc2c1	-13.0	94.8	4.3	106.7	11.7	38.1	-3.5	-0.6	-6.9	-9.2
CCOC(=O)CCCCC(=O)c1[nH]c(=O)[nH]c1CSc1nc(C)cc(=O)[nH]1	5.8	93.8	0.4	97.9	3.2	14.6	-1.4	1.1	-9.3	3.2
COC(=O)C(C)Sc1nnc2n(-c3cccc(C)c3)c(=O)c3c4c(sc3n12)CCCC4 (centres undefined)	-44.6	89.7	1.0	97.4	16.5	-26.0	-3.2	0.4	-6.0	-4.5
CC(C(=O)Nc1sc2c(c1C#N)CCCCC2)N1C(=O)c2ccccc2C1=O (centres undefined)	-24.5	99.9	6.4	105.3	17.1	.	0.4	.	2.5	5.7
Cn1nnnc1SCC1=C(C(=O)O)N2C(=O)[C@@H](NC(=O)[C@H](O)c3ccccc3)[C@H]2SC1	-16.9	104.2	-0.7	90.1	14.4	22.5	-0.7	.	-1.5	1.3
Cc1c(N(C)C(=O)C23CC4CC(CC(C4)C2)C3)c(=O)n(-c2ccccc2)n1C	0.6	91.3	1.2	90.3	6.0	-20.3	-0.1	.	-0.5	0.4
O=C(Nc1ccccn1)c1cccnc1	-31.4	95.5	2.6	100.8	6.5	20.2	-0.3	1.7	-7.6	-12.9
Cc1cccc(C)c1OCC(=O)Nc1nnc(C2CCCO2)s1 (centres undefined)	-37.8	98.0	1.0	99.6	3.5	.	2.0	-0.5	0.8	-1.7
COC(=O)c1ccc(C(=O)OC)c(NC(=O)CN2CCN(c3ccccc3)CC2)c1	-6.7	85.5	5.1	86.0	20.2	-72.9	-2.3	-2.1	-3.7	-11.4
O=C(CN(Cc1ccco1)C(=O)c1ccc(Cl)cc1)Nc1ccc(Cl)c(Cl)c1	-34.5	93.0	6.0	81.6	7.5	.	-0.5	2.5	4.5	-12.0
O=C(O)/C(=C/c1ccco1)NC(=O)c1ccccc1	-0.1	95.6	4.9	90.9	29.8	.	-0.5	-7.0	-3.6	0.8
CC1=NN(c2nc(-c3ccc(Cl)cc3)cs2)C(=O)C1	-26.9	96.6	7.2	91.9	11.8	-15.9	0.1	0.5	0.9	-1.0
Cc1cc(C)nc(Sc2ncnc3sc4c(c23)CCC4)n1	-55.6	81.2	4.9	79.5	10.8	-33.2	-5.5	.	.	6.9
O=C(Nc1ccccc1Cl)N1CCN(c2ccc3nncn3n2)CC1	14.6	94.8	-0.8	88.3	23.8	.	-2.4	-0.6	-5.1	0.6

Grouped by structure, those above with a thiophene ring, fused or not.
SMILES	Yeast growth inh	bCat KO growth	NPY-Y2 antag	PTEN del growth	Measles CPE	E-sel TNF inh	MRP1 act	Phagocytosis inh	Yeast life ext	GALR2 blocker
COC(=O)C(C)Sc1nnc2n(-c3cccc(C)c3)c(=O)c3c4c(sc3n12)CCCC4 (centres undefined)	-44.6	89.7	1.0	97.4	16.5	-26.0	-3.2	0.4	-6.0	-4.5
CC(C(=O)Nc1sc2c(c1C#N)CCCCC2)N1C(=O)c2ccccc2C1=O (centres undefined)	-24.5	99.9	6.4	105.3	17.1	.	0.4	.	2.5	5.7
Cc1cc(C)nc(Sc2ncnc3sc4c(c23)CCC4)n1	-55.6	81.2	4.9	79.5	10.8	-33.2	-5.5	.	.	6.9

Carrying on:
SMILES	Yeast growth inh	bCat KO growth	NPY-Y2 antag	PTEN del growth	Measles CPE	E-sel TNF inh	MRP1 act	Phagocytosis inh	Yeast life ext	GALR2 blocker
O=C(OC(C(=O)NC1CCCC1)c1ccccc1F)c1ccco1 (centres undefined)	-6.4	96.8	-1.4	91.4	12.7	-2.2	-2.8	3.3	-1.4	0.8
Cc1cc(NC(=O)CCCOc2ccc(Cl)cc2Cl)no1	-8.3	93.8	4.7	84.4	12.5	-9.9	-0.3	3.5	-13.0	11.7
COc1ccc2c(c1OC)C(=O)OC2Nc1ccccn1 (centres undefined)	-21.3	94.9	-0.4	99.2	0.4	-1.8	-0.5	-0.7	1.5	-8.0
CC(C)(C)c1ccc(C(=O)N2CCCN(C(=O)c3ccc(C(C)(C)C)cc3)CC2)cc1	5.5	72.4	2.9	65.1	16.7	.	-3.1	-4.9	-0.3	-2.5
CCN(C(=O)Nc1ccccc1)c1ccccc1	-23.4	98.5	2.8	89.7	14.0	5.4	-1.5	-3.6	2.3	-1.5
O=C1C2CCCN2C(=O)N1CCN1CCN(c2ccccc2)CC1 (centres undefined)	-27.2	88.5	1.3	94.9	5.4	.	-1.8	-11.6	2.1	3.1
COC(=O)c1sccc1NC(=O)c1ccc(Br)s1	-31.4	95.2	4.1	110.6	9.3	-2.4	-0.9	-0.4	-4.1	2.9
Cc1cccc(C(=O)Nc2nc(C)c(C(=O)Nc3ccc4c(c3)CCC4)s2)c1	-42.1	27.2	3.3	26.9	6.0	-8.8	-5.0	.	-15.6	-6.7
CCOc1ccccc1Nc1nc(-c2sc(NC(=O)c3ccco3)nc2C)cs1	-49.3	54.7	-0.5	55.6	17.5	-25.6	-3.0	0.7	-28.0	-5.2
CC(C)C(c1nnnn1Cc1ccccc1)N1CCN(Cc2ccco2)CC1 (centres undefined)	-54.2	99.2	1.6	99.2	7.5	11.9	-3.5	-0.4	0.9	11.6
Cc1ccccc1-c1nc(CN2CCC(C(=O)O)CC2)c(C)o1	-36.4	107.0	-0.2	103.0	0.8	.	-0.2	0.1	-5.9	2.7
CC(C)=C1C2C=CC1C(C(=O)Nc1cccc(C)c1)C2C(=O)O (centres undefined)	-54.6	83.3	2.6	.	11.1	.	-1.7	-0.2	11.3	-9.6
O=C(NCC1CCCO1)c1onc(CSc2cccc(Cl)c2)c1C(=O)O (centres undefined)	-28.6	90.7	10.2	107.2	16.3	9.9	-0.7	.	-2.3	3.8
Cc1cccc2sc(N(CCCN(C)C)C(=O)c3cc4ccccc4oc3=O)nc12	-10.6	79.8	7.2	85.4	5.9	-0.4	-1.9	-7.0	-0.4	10.2
O=C(Nc1cccc(Cl)c1Cl)C1CC(=O)N(c2ccc(Br)cc2)C1 (centres undefined)	-56.3	85.0	12.7	94.7	12.4	-9.7	-0.5	.	.	-6.6
O=C(CNS(=O)(=O)c1ccccc1)N1CCN(c2ccccc2)CC1	-61.8	96.2	0.3	104.3	1.5	-11.2	-0.5	0.0	-8.5	-4.2
O=c1c(-c2ccccc2)c(O)nc(SCCN2CCOCC2)n1-c1ccccc1	-34.8	98.4	0.8	103.0	2.0	-0.8	0.0	-2.8	-3.6	-2.2
O=[N+]([O-])c1cccnc1N1CCC(c2cc(-c3ccc(Cl)cc3Cl)n[nH]2)CC1	5.2	69.9	-2.1	51.4	6.9	26.9	-3.5	-1.5	-7.3	-16.4
N#Cc1c2n(c(=O)[nH]c1=O)CCCCC2	-28.8	94.8	1.1	101.4	6.4	-23.4	-0.6	.	0.2	-1.4
O=S(=O)(c1cccc(C(F)(F)F)c1)N1CCN(c2nnnn2-c2ccccc2)CC1	-48.5	68.5	-2.7	75.2	4.8	20.6	-2.6	1.2	-4.4	-1.7
Cc1nc2ccc(S(=O)(=O)NCC(=O)N3CCc4ccccc43)cc2s1	-38.1	92.7	5.2	87.7	9.9	.	-1.5	0.3	2.1	2.9
CCOC(=O)c1nn(-c2cccc(OC)c2)c(-c2ccccc2)c1C(=O)c1ccccc1	-53.7	65.1	4.4	65.8	8.4	-17.6	-2.4	.	-0.6	-1.8
O=S(=O)(c1ccc2nc(COc3ccc(Cl)cc3Cl)[nH]c2c1)N1CCOCC1	-43.4	79.5	1.1	70.7	52.6*	18.7	-4.3	0.2	-16.9	6.1
O=C(/C=C/Sc1ccccc1)c1ccccc1	-72.0	2.1*	1.7	1.4*	1.2	9.6	-3.1	2.0	24.7	11.0
COc1cccc2cc(C(=O)CC3(O)C(=O)N(Cc4ccccc4)c4ccccc43)c(=O)oc12 (centres undefined)	-42.5	52.2	1.1	65.8	20.4	-15.2	-3.5	4.0	1.2	-0.6

A different layout for part of the listing above:
Screens in order – Yeast growth inh | bCat KO growth | NPY-Y2 antag | PTEN del growth | Measles CPE | E-sel TNF inh | MRP1 act | Phagocytosis inh | Yeast life ext | GALR2 blocker
> COc1ccc2c(c1OC)C(=O)OC2Nc1ccccn1 (centres undefined)
  -21.3 | 94.9 | -0.4 | 99.2 | 0.4 | -1.8 | -0.5 | -0.7 | 1.5 | -8.0
> CC(C)(C)c1ccc(C(=O)N2CCCN(C(=O)c3ccc(C(C)(C)C)cc3)CC2)cc1
  5.5 | 72.4 | 2.9 | 65.1 | 16.7 | . | -3.1 | -4.9 | -0.3 | -2.5

Screening results (PubChem BioAssay)
